High-throughput results from PubChem.
Tau fibril FP = blocks human tau fibril formation measured by polarization; P10636; K18 P301L tau heparin fibrillization, Alexa594 FP, 6 h; Potency, µM (doses to about 57.7 µM), inactives show at the top dose activity, negative = inhibition, hits mostly inhibitors; actives 0.39% (n = 280,000); further: on the % scale 0 is the no-effect control and ±100 the full control effect; nearly all actives have a fitted effect of over 55% in size
Target sequence (P10636 561-689 P618L limits assumed): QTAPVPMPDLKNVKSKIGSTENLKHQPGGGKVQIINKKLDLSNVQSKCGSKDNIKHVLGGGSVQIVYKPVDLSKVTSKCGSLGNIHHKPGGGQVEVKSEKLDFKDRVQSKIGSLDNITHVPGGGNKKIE
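Steps: dispense K18 P301L tau (15 uM plus 0.24 uM Alexa 594 tracer, final) in pH 7 sodium acetate; add compound; add heparin (20 uM final); incubate 6 hr, 37 C; add ThT (30 uM final); after 1 hr ambient, read FP.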
GAA glycogen = alters human alpha-glucosidase cleavage of glycogen. P10253. recombinant GAA, glycogen substrate, Amplex Red glucose oxidase fluorescence. Potency, µM (top dose mostly 76.4 µM), for inactives: at the highest dose activity change, negative = inhibition, actives largely listed as inhibitors. actives 0.38% (n = 300,000). AID 2100;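 further: 0% = full enzyme reaction and -100% = no-enzyme basal signal; the screen sought inhibitors and activators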
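Recombinant enzyme (4 nM final) with compounds titrated up to 77 uM and bovine liver glycogen (30 ug) in citrate pH 5.0, 0.01% Tween-20, 37 C 40 min. Released glucose detected by Amplex Red/glucose oxidase (Ex 573/Em 610); AC50 from Hill fits.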
HTT cytoprotect = protects HTT-Q103 PC12 cells, measured by ATP | PC12 HTT-Q103 induced, cytoprotection, ATP luminescence, 40 h | actives 0.14% (n = 230,000) | Potency, µM (highest dose often 56.4 µM), without a hit: cytoprotection (ATP increase), actives largely listed as activators | AID 1471;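 further: % of control where 0% means no effect; nearly all actives have a fitted effect of over 45% in size; toxic huntingtin expression switched on by the ecdysone agonist tebufenozide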
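Quantitative HTS on tebufenozide-induced (100 nM) PC12 cells expressing HTTQ103 exon 1–GFP; compounds tested as a concentration series; survival measured via cellular ATP.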
Tau fluor cs = counter-screen for tau fibril formation inhibitors; tau K18 P301L Alexa594 fluorescence, heparin fibrillization; actives 0.93% (n = 280,000); AID 1463; Potency, µM (doses to about 57.7 µM), inactives show at the highest dose activity change, negative = decrease; further: on the % scale 0 is the no-effect control and ±100 the full control effect; nearly all actives have a fitted effect of over 55% in size
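Human K18 P301L tau (15 uM unlabeled plus 0.24 uM Alexa 594-labeled, final) in 100 mM sodium acetate pH 7 was mixed with compound and 20 uM heparin and incubated 6 hr at 37 C.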
Tau fibril ThT = blocks human tau fibril formation measured by thioflavin T | Potency, µM (series often up to 57.4 µM), for the others: top-dose activity, negative = inhibition, hits mostly inhibitors | P10636 | recombinant tau K18 P301L (four-repeat tau fragment), heparin-induced fibrillization, ThT fluorescence | AID 1460 | actives 2.1% (n = 270,000); further: on the % scale 0 is the no-effect control and ±100 the full control effect; nearly all actives have a fitted effect of over 55% in size
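Recombinant human tau K18 fragment […] carrying P301L, 15 uM unlabeled plus 0.24 uM Alexa 594-labeled, was fibrillized with 20 uM heparin in 100 mM sodium acetate pH 7 for 6 hr at 37 C; 30 uM ThT fluorescence read after 1 hr.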
aGal spleen mod = inhibits or activates alpha-galactosidase in human spleen homogenate; P06280; human spleen homogenate, 4MU-alpha-Gal fluorescence, 40 min; Potency, µM (titrated, usually from 80 µM), inactives show at the top dose activity change, negative = inhibition, most hits filed as inhibitors; actives 0.008% (n = 240,000);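 further: 0% = enzyme with vehicle and -100% = no enzyme basal signal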
Target sequence (P06280 32-429 limits assumed): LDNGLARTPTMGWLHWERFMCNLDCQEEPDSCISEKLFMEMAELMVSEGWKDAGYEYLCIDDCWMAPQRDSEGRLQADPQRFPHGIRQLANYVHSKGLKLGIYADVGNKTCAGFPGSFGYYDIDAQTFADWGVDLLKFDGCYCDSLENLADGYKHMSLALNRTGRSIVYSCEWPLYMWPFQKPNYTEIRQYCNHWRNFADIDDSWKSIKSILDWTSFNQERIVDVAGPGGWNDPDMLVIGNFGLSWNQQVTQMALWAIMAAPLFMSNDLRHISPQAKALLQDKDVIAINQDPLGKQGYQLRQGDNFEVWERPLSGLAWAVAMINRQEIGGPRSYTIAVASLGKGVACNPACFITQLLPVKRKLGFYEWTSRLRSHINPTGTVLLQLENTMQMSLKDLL
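Spleen homogenate 1 ug + cpd (titration) + 4-MU-alpha-D-galactopyranoside 1 mM; 37C 40 min; 50 mM citrate/phosphate pH 5.0, 0.01% Tween-20; stop pH 10; fluorescence 365/440; AC50 via Hill.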
aGlu spleen mod = lysosomal alpha-glucosidase (human) modulation; P10253; human spleen homogenate, 4-MU-alpha-glucoside fluorescence; Potency, µM (doses to about 79.9 µM), inactives show top-dose activity change, negative = inhibition, most hits filed as inhibitors; actives 0.006% (n = 240,000);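 further: 0% = enzyme with vehicle and -100% = no enzyme basal signal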
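Human spleen homogenate (1 ug) incubated with compounds and 1 mM 4-methylumbelliferyl-alpha-D-glucopyranoside in pH 5.0 citrate/phosphate buffer, 37 C, 40 min. Stopped at pH 10; 4-MU fluorescence (Ex 365/Em 440 nm); AC50 by Hill fit.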
GAA inh = inhibitors of human lysosomal alpha-glucosidase. AID 1466. actives 0.005% (n = 200,000). purified human GAA, 4-MU-alpha-glucoside fluorescence. P10253. Potency, µM (doses to about 76.9 µM), inactives show at the highest dose activity change, negative = inhibition, usual class: inhibitors;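 further: plate controls were uninhibited enzyme wells for no effect and no-enzyme background for full effect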
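Read-out is 4-methylumbelliferone fluorescence (Ex 365/Em 440 nm) after NaOH/glycine stop at pH 10. Enzyme 4 nM, substrate 400 uM, pH 5.0 citrate buffer, 20 min room temperature; AC50 from Hill-equation concentration-response.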
Starred values were filed as active, the others as inactive; [ ] = dose if it differs, or a comment. The call rests on the fitted dose curve; in most records, active means well fitted curve in the direction sought with a large enough effect; inconclusive means small, poorly fitted or top-dose-only effect, or another doubt; inactive means no such curve, though single readings can be large; an effect the other way counts as inactive or inconclusive. Potency means the concentration at half of the fitted maximal effect. Hits appear at their usual frequency; overall some 3.3% were active at least once.

Cc1cc(C)nc(/N=C(/NC(=O)Nc2ccc(Cl)c(Cl)c2)Nc2cccc(Cl)c2)n1 was read as Tau fibril FP -1%, GAA glycogen 18%, HTT cytoprotect 1%[10 µM], Tau fluor cs -8%, Tau fibril ThT -8%, aGal spleen mod -3%, aGlu spleen mod -5% and GAA inh -1%.
CCC(Sc1nc2n[nH]c(C)c2c(=N)n1-c1ccc(C)c(Cl)c1)C(=O)N1CCOCC1 (stereo unspecified) was read as Tau fibril FP -7%, GAA glycogen 5%, HTT cytoprotect 18%[1.9 µM], Tau fluor cs -2%, Tau fibril ThT 0%, aGal spleen mod 3%, aGlu spleen mod -1% and GAA inh -14%.
For COC(=O)COc1ccc(S(=O)(=O)Nc2ccc(NC(C)=O)cc2)cc1C the results were Tau fibril FP 0%, GAA glycogen 2%, HTT cytoprotect -4%[0.074 µM], Tau fluor cs -2%, Tau fibril ThT -7%, aGal spleen mod 4%, aGlu spleen mod -6% and GAA inh -2%.
For C/C(=N/NC(N)=S)c1ccc(Br)s1 the results were Tau fibril FP 3%, GAA glycogen inconclusive, HTT cytoprotect 2%[10 µM], Tau fluor cs -14%, Tau fibril ThT -19%, aGal spleen mod 4%, aGlu spleen mod 7% and GAA inh 1%.
For Cc1nn(CC(=O)N2CCN(c3ccccc3)CC2)c(=O)c2cc3sccc3n12 the results were Tau fibril FP 3%, GAA glycogen -3%[76.3 µM], Tau fluor cs -4% and Tau fibril ThT 0%.
Nc1nc(CSc2nc3ccccc3[nH]2)nc(N2CCOCC2)n1 was read as Tau fibril FP 1%, GAA glycogen -2%, HTT cytoprotect 25%[10 µM], Tau fluor cs 7%, Tau fibril ThT 0%, aGal spleen mod -9%, aGlu spleen mod 4% and GAA inh -10%.
`COc1cc(C(=O)Nc2ccc(C(=O)O)cc2)ccc1OC(C)=O` gave Tau fibril FP 3%, GAA glycogen 8%, HTT cytoprotect -7%[10 µM], Tau fluor cs -1%, Tau fibril ThT -6%, aGal spleen mod -5%, aGlu spleen mod -2% and GAA inh -3%.
For Clc1cc(Br)ccc1OCCCNCc1ccccc1 the results were Tau fibril FP 4%, GAA glycogen 1%, Tau fluor cs -9%, Tau fibril ThT -5%, aGal spleen mod 1%, aGlu spleen mod -2% and GAA inh -9%.
`COCC(=O)Nc1c(C(=O)Nc2ccc3c(c2)OCCO3)oc2ccccc12` gave Tau fibril FP 3%, GAA glycogen 2%, HTT cytoprotect -150%[inhibitor], Tau fluor cs inconclusive, Tau fibril ThT -6%, aGal spleen mod -6% and GAA inh -6%.
For O=C(c1cccs1)N1CCc2c([nH]c3ccccc23)C1c1ccccn1 (stereo unspecified) the results were Tau fibril FP 2%, GAA glycogen 7%, HTT cytoprotect 15%[10 µM], Tau fluor cs -18%, Tau fibril ThT -16%, aGal spleen mod -11% and aGlu spleen mod -3%.
CCN(CC)S(=O)(=O)c1cc(NC(=O)NCCCl)ccc1C was read as Tau fibril FP -8%, GAA glycogen 5%, HTT cytoprotect -14%[10 µM], Tau fluor cs -19%, Tau fibril ThT -9%, aGal spleen mod 1% and aGlu spleen mod 0%.
`Cc1nc2ccc(NC(=S)NC(C)C)cc2nc1C` gave Tau fibril FP -1%, GAA glycogen -12%, HTT cytoprotect -14%, Tau fluor cs -5%, Tau fibril ThT -7%, aGal spleen mod -5%, aGlu spleen mod -7% and GAA inh -5%.

The last 2 records of the part above come first, to join the parts:
CCN(CC)S(=O)(=O)c1cc(NC(=O)NCCCl)ccc1C was read as Tau fibril FP -8%, GAA glycogen 5%, HTT cytoprotect -14%[10 µM], Tau fluor cs -19%, Tau fibril ThT -9%, aGal spleen mod 1% and aGlu spleen mod 0%.
`Cc1nc2ccc(NC(=S)NC(C)C)cc2nc1C` gave Tau fibril FP -1%, GAA glycogen -12%, HTT cytoprotect -14%, Tau fluor cs -5%, Tau fibril ThT -7%, aGal spleen mod -5%, aGlu spleen mod -7% and GAA inh -5%.
For Cc1ccc(NC(=O)CS(=O)CC(=O)N(c2ccc(C)cc2)C(C)C(=O)NC2CCCCC2)cc1 (stereo unspecified) the results were Tau fibril FP 11%, GAA glycogen 4%, HTT cytoprotect 17%[10 µM], Tau fluor cs 4%, Tau fibril ThT -2%, aGal spleen mod 8%, aGlu spleen mod -16% and GAA inh -2%.
`CCC(C)Nc1nc2c(C)cccn2c(=O)c1C=Nc1ccc(OC)cc1` (stereo unspecified) gave Tau fibril FP 7%, GAA glycogen -9%, Tau fluor cs -16%, Tau fibril ThT -19%, aGal spleen mod 6%, aGlu spleen mod -2% and GAA inh -5%.
For Cc1nc2ccccn2c1C(=O)N/N=C/c1ccccc1[N+](=O)[O-] the results were Tau fibril FP -1%, GAA glycogen 0%, HTT cytoprotect -15%, Tau fluor cs -17%, Tau fibril ThT inconclusive, aGal spleen mod 8%, aGlu spleen mod -6% and GAA inh -8%.
For CC[N+](C)(CC)CCC/C(=N/O)C(O)(c1ccccc1)c1ccccc1 the results were Tau fibril FP 7%, GAA glycogen 2%, HTT cytoprotect -2%[10 µM], Tau fluor cs 0%, Tau fibril ThT -7%, aGal spleen mod -2% and aGlu spleen mod -1%.
COC(=O)Cc1c(C)c2cc3c(c(C)c2oc1=O)OCN(CCc1ccc(F)cc1)C3 was read as Tau fibril FP -1%, GAA glycogen 7%[76.3 µM], Tau fluor cs -16% and Tau fibril ThT -11%.
Screening CSc1ncc(C(=O)Nc2cc(Cl)ccc2C)c(-c2ccccc2)n1 returned Tau fibril FP -4%, GAA glycogen -9%[76.3 µM], Tau fluor cs -12% and Tau fibril ThT -10%.
Cc1[nH]c(=O)[nH]c(=O)c1N1CCOCC1 was read as Tau fibril FP 2%, GAA glycogen -3%, HTT cytoprotect -2%[10 µM], Tau fluor cs 0%, aGal spleen mod -1% and aGlu spleen mod -14%.
Screening CNc1ccc(Oc2nc([N+](=O)[O-])nn2C)cc1 returned Tau fibril FP -20%, GAA glycogen -13%, Tau fluor cs -17%, Tau fibril ThT inconclusive, aGal spleen mod -5%, aGlu spleen mod -2% and GAA inh inconclusive.
`Cn1c(SC2=CS(=O)(=O)c3ccccc32)nc2ccccc21` gave Tau fibril FP inconclusive, GAA glycogen 6%, HTT cytoprotect -87%[inhibitor], Tau fluor cs -18%, Tau fibril ThT inconclusive, aGal spleen mod 11%, aGlu spleen mod 1% and GAA inh 2%.
For CCn1cc(C(=O)N2CCN(c3cccc(Cl)c3)CC2)c(=O)c2cc(S(=O)(=O)N3CCOCC3)ccc21 the results were Tau fibril FP 11%, GAA glycogen 14%[76.3 µM], Tau fluor cs -4% and Tau fibril ThT -5%.
CC(=O)C1=C(O)C=C2Oc3c(C(C)=O)c(O)c(C)c(O)c3[C@]2(C)C1=O was read as Tau fibril FP -3%, HTT cytoprotect 21%[1.9 µM], Tau fluor cs -21%, Tau fibril ThT -12%, aGal spleen mod 0% and aGlu spleen mod -19%.
For C=CCNC(=S)Nc1sc2c(c1C#N)CCCC2 the results were Tau fibril FP -2%, GAA glycogen inconclusive, HTT cytoprotect -13%, Tau fluor cs -15%, Tau fibril ThT -17%, aGal spleen mod 4%, aGlu spleen mod -1% and GAA inh 4%.
CCOc1ccc(N2CC(c3nc4ccccc4n3CCOc3ccccc3)CC2=O)cc1 (stereo unspecified) was read as Tau fibril FP 7%, GAA glycogen -7%[76.3 µM], Tau fluor cs -11% and Tau fibril ThT inconclusive.
For O=C(O)CCn1c(O)c(C=C2N=c3ccccc3=N2)sc1=S the results were Tau fibril FP 3%, GAA glycogen 0%, HTT cytoprotect -6%[10 µM], Tau fluor cs -22%, Tau fibril ThT inconclusive, aGal spleen mod 8% and aGlu spleen mod 6%.
For CC(C)CC(=O)N1CCC(N2CCN(c3ccccc3)CC2)CC1 the results were Tau fibril FP -3%, GAA glycogen 6%, HTT cytoprotect -7%, Tau fluor cs -5%, Tau fibril ThT -14%, aGal spleen mod 1%, aGlu spleen mod -2% and GAA inh -5%.
For O=C(COC(=O)c1cccc(Br)c1)Nc1cccc2c1C(=O)c1ccccc1C2=O the results were Tau fibril FP 2%, GAA glycogen 7%, HTT cytoprotect -17%[10 µM], Tau fluor cs inconclusive, Tau fibril ThT inconclusive, aGal spleen mod 3% and aGlu spleen mod 0%.
CC(CCCC(C)(C)O)NCCO (stereo unspecified) was read as Tau fibril FP -4%, GAA glycogen 11%, HTT cytoprotect -6%, Tau fluor cs 0%, Tau fibril ThT -12%, aGal spleen mod -3%, aGlu spleen mod -2% and GAA inh -1%[15.4 µM].
Screening O=C(NCc1ccco1)c1ccc(CS(=O)(=O)Cc2ccc(Cl)cc2)o1 returned Tau fibril FP -6%, GAA glycogen -2%, HTT cytoprotect -14%, Tau fluor cs -6%, Tau fibril ThT -12%, aGal spleen mod 11%, aGlu spleen mod 2% and GAA inh 3%.
CC(=O)CSc1nnc2c3ccccc3nc(C(C)(C)C)n12 was read as Tau fibril FP 1%, GAA glycogen -1%, HTT cytoprotect -67%[inhibitor], Tau fluor cs -9%, Tau fibril ThT -2%, aGal spleen mod 1%, aGlu spleen mod -2% and GAA inh 2%.
Screening CCOC(=O)c1ccc(N2CCCCC2)c(NS(=O)(=O)c2cccc(C(F)(F)F)c2)c1 returned Tau fibril FP 11%, GAA glycogen -7%, HTT cytoprotect -2%[10 µM], Tau fluor cs -29%, Tau fibril ThT -17%, aGal spleen mod 6% and aGlu spleen mod 7%.
Screening CCc1ccc(-c2cn3c(n2)sc2cc(C(=O)NC4CCCCC4)ccc23)cc1 returned Tau fibril FP -10%, GAA glycogen 0%[76.3 µM], Tau fluor cs 2% and Tau fibril ThT 12%.
Screening Cn1ccnc1C(=O)c1cc(SCC(=O)NC2CC2)nc2ccccc12 returned Tau fibril FP -7%, GAA glycogen 7%, HTT cytoprotect -6%, Tau fluor cs 1%, Tau fibril ThT 2%, aGal spleen mod -9%, aGlu spleen mod -8% and GAA inh 8%.
